esBAF inh: Bmi1 luciferase reporter increase in mESCs, primary screen, esBAF inhibitor project, mouse ES cells, Bmi1 luciferase knock-in, single point | 350,000 tested, 2% active | AID 602393, 2012 | 24 h; 100% = twice the neutral-well signal | reporter increase, % at 12.5 µM; in the data active = activation above about 40%; inconclusive = no clear call, values can overlap the other calls;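 also: 0% = median of the plate's neutral control wells and 100% = double that signal; a rise in the Bmi1 reporter signal indicates esBAF inhibition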
C2C12 statin: suppressors of statin myotoxicity in C2C12 myotubes, primary screen, cell-based, single point, plate reader. AID 602340, 2012. rescue of ATP level, % at 7.49 µM. C2C12 myotubes + simvastatin, ATP luminescence, 48 h; scaled: DMSO 0, geranylgeraniol control 100. 330,000 tested, 0.78% active;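 active = mean ATP rescue above about 67%, or every replicate alone reaching that limit, limit read from the data, passing the limit was not always enough; inconclusive = no clear call, values can overlap the other calls; inactive = mean under the limit and some replicate under it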;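 also: myotubes were challenged with 10 µM simvastatin during compound exposure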
Numbers without * were called inactive; ? = inconclusive.

| canonical_smiles | esBAF inh | C2C12 statin |
| --- | --- | --- |
| COc1ccc2c(c1)SC(C)CC2=O (centres undefined) | -5 | -8 |
| c1cncc(CNc2c3c(nc4nnnn24)CCCC3)c1 | -13 | -2 |
| CCC(N)C12CC3CC(CC(O)(C3)C1)C2 (centres undefined) | -13 | 3 |
| COc1cccc(CNC(=O)C2CCN(Cc3cnn(-c4ccccc4)c3-n3cccc3)CC2)c1 | 2 | -9 |
| O=S(=O)(c1ccc(C2=CSC3=NCCN23)cc1)N1CCOCC1 | -6 | -1 |
| Cn1c(SCC(=O)c2ccc(-c3ccccc3)cc2)nnc1-c1ccco1 | 7 | -20 |
| O=C1Nc2cc(Cl)c(Cl)cc2N(O)N1c1cc(Cl)cc(Cl)c1 | -13 | 10 |
| CCN(CC)CCCNS(=O)(=O)c1ccc(OC)cc1 | -6 | -4 |
| C=CCn1c(Cc2csc(N)n2)nnc1SCC(=O)Nc1ccccc1C(F)(F)F | 0 | 10 |
| C/C(=N\NS(=O)(=O)c1ccc(Cl)c([N+](=O)[O-])c1)c1cc2ccccc2o1 | 9 | -5 |
| CCCc1nc(NCc2ccco2)c(C#N)c2c1COC(C)(C)C2 | -11 | 13 |
| O=C(CN1C(=O)NC2(CCCc3ccccc32)C1=O)N1CCN(C(=O)c2ccco2)CC1 (centres undefined) | -8 | 1 |
| O=C(NCc1cccs1)c1nc2ncccn2n1 | -2 | -1 |
| CCCc1[nH]nc2c1C(c1ccc(OC(=O)N3CCOCC3)c(OC)c1)C(C#N)=C(N)O2 (centres undefined) | 7 | -4 |
| O=C(Nc1ccccc1N1CCN(c2ccc(F)cc2)CC1)C1CCCCC1 | -9 | -2 |
| CCOC(=O)N1CCN(C(=O)c2cccc(-n3c(=S)[nH]c4cc(Cl)ccc4c3=O)c2)CC1 | 1 | 1 |
| CC(=NCCN1CCNCC1)C1=C(O)CC(C)(C)CC1=O | 2 | -15 |
| CC(C)(C)NC(=O)CCC1COc2ccccc2O1 (centres undefined) | -4 | 15 |
| CC1CN(S(=O)(=O)c2cccc(C(=O)N(CCc3ccccc3)Cc3ccccc3)c2)CC(C)O1 (centres undefined) | -2 | -1 |
| CCCCn1nnc(NC(=O)CC23CC4CC(CC(C4)C2)C3)n1 | 7 | -4 |
| Cc1cc2c(cc1C)N(C(=O)CCl)CC(=O)N2 | 1 | 7 |
| O=C(CN1CCN(S(=O)(=O)c2ccc(Cl)cc2)CC1)c1ccc(O)c(O)c1 | 1 | -1 |
| COc1ccc(/C=c2\sc3nc(-c4ccccc4)c(-c4ccccc4)n3c2=O)cc1OC | 2 | -8 |
| COc1ccc(CCNC(=O)C2CCN(S(=O)(=O)c3cccc4nsnc34)CC2)cc1OC | 0 | -3 |
| COc1ccc(S(=O)(=O)N2CCOCC2)cc1Cl | -5 | 5 |
| CCC(CC)COC(=O)C(C#N)c1nc2ccccc2nc1N1CCOCC1 (centres undefined) | -6 | -1 |
| O=C(COc1ccc2ccccc2c1Br)N1CCCCC1 | 76* | -3 |
| COc1ccc(CN2CC(C(=O)NCCN3CCOCC3)CC2=O)cc1 (centres undefined) | -11 | 5 |
| Cc1ccc(S(=O)(=O)N2CCN(S(=O)(=O)N(C)C)CC2)cc1 | -8 | 3 |
| COc1ccccc1NC(=O)C(C/C=C(/C)Cl)C(C)=O (centres undefined) | -11 | 0 |
| CCC(NC(=O)Nc1nccs1)(C(F)(F)F)C(F)(F)F | -4 | -6 |
| O=C(CCn1c(=O)sc2ccccc21)NCc1ccc2c(c1)OCO2 | 1 | 14 |
| CC(NC(=O)Nc1cccc([N+](=O)[O-])c1)(C(F)(F)F)C(F)(F)F | -7 | -9 |
| CCCNC(=O)c1ccccc1NC(=O)Nc1ccccc1C | -2 | -4 |
| Cc1ccc(-n2c(C)cc(C(=O)OCC(=O)N(C)C3CCS(=O)(=O)C3)c2C)cc1 (centres undefined) | 2 | 20 |
| Clc1ccc(OCc2nc(-c3ccccn3)n[nH]2)cc1 | 31 | 39 |
| CC1CCc2c(sc3ncnc(SCC(=O)c4ccccc4)c23)C1 (centres undefined) | 0 | -15 |
| Cc1cc(C)c2c(-n3cccc3)nn(CC#N)c2n1 | 10 | 12 |
| O=C(O)c1ccc(C2SCC(=O)N2Cc2ccccc2)cc1 (centres undefined) | -3 | -6 |
| COc1ccc(CCNS(=O)(=O)c2ccccc2)cc1OC | 0 | 4 |
| COCCNC(=O)C1(C)CCCN(Cc2ccc(OC)cc2)C1 (centres undefined) | 0 | 11 |
| Cc1onc(-c2ccccc2)c1C(=O)N1CCN(CCc2ccccc2)CC1 | 6 | -3 |
| COCCCNC(=O)c1ccc2c(=O)n(CC3CCCO3)c(=S)[nH]c2c1 (centres undefined) | -3 | -1 |
| O=C1CC(c2ccco2)=Nc2ccccc2N1 | 0 | 50 |
| O=S(=O)(NCCc1ccccc1)c1ccccc1 | 7 | -2 |
| O=C1c2cccnc2C(=O)N1Cc1ccc(S(=O)(=O)N2CCOc3ccc(Cl)cc32)cc1 | 9 | 13 |
| CCOc1cc(C)c(Cl)cc1S(=O)(=O)N(CC)CC | -5 | -4 |
| CC(C)(C)c1ccccc1OCCCCCNCCO | -9 | -32 |
| Cc1cc(C)n(C(=O)Cc2cn3ccsc3n2)n1 | -5 | -5 |
| CC(=O)NS(=O)(=O)c1cccnc1Nc1ccc(Cl)c(Cl)c1 | -3 | -2 |

Continued.
| canonical_smiles | esBAF inh | C2C12 statin |
| --- | --- | --- |
| Cc1cc(Oc2ccccc2)nc(N)n1 | 13 | 6 |
| CC(C)(C)c1ccc(OCC(O)CNC(=O)c2ccccc2C(=O)O)cc1 (centres undefined) | 13 | -32 |
| CCOC(=O)Cc1csc(NC(=O)CSc2nnc(-c3ccc(NS(=O)(=O)CC)cc3)o2)n1 | -9 | -45 |
| COc1ccc(CSc2nnc(C)n2N)cc1 | -3 | 8 |
| CC(=O)Nc1cc2c(nc1C)nc(C)n2Cc1ccc(Br)cc1 | -1 | 1 |
| COC(=O)c1ccccc1NC(=O)CSc1nnc(-c2cccnc2)n1C | -1 | 1 |
| c1ccc2sc(N3CN(CCN4CCOCC4)CN(c4nc5ccccc5s4)C3)nc2c1 | 14 | 2 |
| O=C1CC(c2ccco2)CC(O)=C1C=NCCO (centres undefined) | -3 | 13 |
| COc1ccc(C[C@@H]2OC3(C=CC(=O)C=C3)O[C@H]2Cc2ccc(OC)cc2)cc1 | -86 | -98 |
| Cc1ccc(-c2csc3ncnc(SCC(=O)c4ccc5c(c4)OCCO5)c23)cc1 | -7 | 16 |
| COC(=O)COc1ccc2c(-c3ccc(OC)cc3)cc(=O)oc2c1 | 2 | -3 |
| O=C(N/N=C/C(Br)=C/c1ccccc1)c1n[nH]c2c1CCC2 | 5 | 18 |
| CCCCCOC(=O)CSc1nnc(-c2ccccc2)c(=O)[nH]1 | -3 | -7 |
| N#Cc1cc2c(nc1SCC(=O)NCc1ccc3c(c1)OCO3)CCCCC2 | 1 | -14 |
| Cc1cc(C(=O)Nc2ccc3c(c2)CCC3)c2ccccc2n1 | 4 | 1 |
| CC(=O)Nc1ccc(Oc2nc(C)cc(C)n2)cc1 | -6 | -8 |
| CC(Oc1ccc(Cl)cc1Cl)C(=O)N(Cc1ccco1)C1CCS(=O)(=O)C1 (centres undefined) | -2 | 115* |
| O=C(Nc1ccccn1)c1cc2ccccc2cc1O | 5 | 30 |
| O=C(COC(=O)c1n[nH]c2ccccc12)Nc1ccc(S(=O)(=O)N2CCCC2)cc1 | -18 | 11 |
| CC(C)CNS(=O)(=O)c1ccc(CCC(=O)NCC2CCCO2)cc1 (centres undefined) | -7 | 12 |
| COc1cccc(Oc2nc3ncn(Cc4ccccc4)c3c(=O)n2C)c1 | 1 | 1 |
| CCc1nnc(NCC(=O)N2CCc3ccccc32)s1 | -11 | -15 |
| CCc1noc(C)c1C(=O)NCCc1ccc(OC)c(OC)c1 | 4 | 1 |
| COc1ccc(OCc2nnc(SCC(N)=O)n2-c2ccccc2OC)cc1 | -12 | 15 |
| CCOC(=O)C1=NNC(C(=O)c2ccc(OC)cc2)C1c1ccccc1 (centres undefined) | 5 | -1 |
| CC1=C(C)CS(=O)N(S(=O)(=O)c2ccc(Cl)cc2)C1 (centres undefined) | -83 | 16 |
| Cn1nnnc1SCc1cn2cccnc2n1 | -3 | -8 |
| C=CCNC(=O)c1ccccc1S(=O)c1ccccc1C#N (centres undefined) | -4 | -5 |
| Cc1cccc(C)c1NC(=O)c1ccc(-c2ccc(Cl)cc2Cl)o1 | -10 | -16 |
| CNC(=O)c1c(O)c2cccc3c2n(c1=O)CC3 | 8 | 0 |
| COc1ccc(Cc2nnc(SCc3nc4ccccc4c(=O)[nH]3)n2C)cc1 | 1 | 21 |
| COc1ccc(OC)c(NC(=O)c2cc(-c3ccc(C)cc3O)n[nH]2)c1 | 17 | -28 |
| O=C(Cn1c(C(F)(F)F)nc2ccccc21)c1ccc(Cl)cc1 | 4 | 9 |
| CCn1c(SCC(=O)Nc2nc(C)c(C)s2)nnc1-c1ccco1 | 3 | -15 |
| Nc1nc(-n2cnnc2)nn1-c1ccccc1 | -2 | -8 |
| CCn1c(NCc2ccccc2Cl)nc2ccccc21 | 15 | -1 |
| CC(C)COc1ccc(C(=O)OCCN2CCOCC2)cc1 | -8 | 17 |
| OCCN(Cc1ccccc1)Cc1ccccc1F | -8 | 2 |
| CCS(=O)(=O)N1CCC(C(=O)NCCCN2CCN(c3ccccc3F)CC2)CC1 | -6 | 18 |
| COc1ccc(Cl)cc1NC(=O)NC(C)c1ccncc1 (centres undefined) | -1 | 3 |
| O=C(Nc1nc(-c2ccccc2)cs1)C1c2ccccc2Oc2ccccc21 | -12 | -16 |
| CCCCOC(=O)C1[C@H]2C(=O)N(c3ccccc3CC)C[C@]23C=C[C@H]1O3 (some centres undefined) | -6 | 27 |
| Cc1noc(NS(=O)(=O)c2ccc(NC(=O)Nc3ccc(Cl)c(Cl)c3)cc2)c1C | -2 | 2 |
| Nc1nc(SCc2ccc3c(c2)OCCO3)n[nH]1 | 23 | 7 |
| Cc1ccc(-c2nc(=S)c3c(n2Cc2ccco2)CCCC3)cc1 | -4 | 16 |
| CCOc1cc2[nH]c(=S)n(CCOC)c(=O)c2cc1OCC | -3 | 111* |
| COc1ccc(-c2noc(CSc3ccc(C)cc3)n2)cc1 | -1 | 14 |
| COc1ccc(/C=C/C(=O)NC(C)C)cc1Br | 2 | 16 |
| O=C(CN(c1ccccc1)S(=O)(=O)c1ccccc1)N1CCN(Cc2ccc3c(c2)OCO3)CC1 | -6 | 18 |
| Cc1sc2ncnc(SCC(=O)NCC(C)C)c2c1C | 1 | -5 |

Next section
| canonical_smiles | esBAF inh | C2C12 statin |
| --- | --- | --- |
| O=C(O)CSCc1ccc(Cl)cc1 | -7 | -1 |
| O=C(C1CCN(S(=O)(=O)c2cccnc2)CC1)N1CCN(c2ccccc2Cl)CC1 | 10 | 22 |
| FC(F)(F)COc1nc(OCC(F)(F)F)nc(N2CCN(c3ccccc3)CC2)n1 | -6 | ? |
| Cc1cc(Br)c(S(=O)(=O)NCCN2CCOCC2)cc1C | 3 | -5 |
| Cc1ccc2cc(CN(CC3CCCO3)S(=O)(=O)c3c(C)ccc4nsnc34)c(=O)[nH]c2c1 (centres undefined) | -4 | -3 |
| Cc1cccc(Nc2ccccc2C(=O)OCC(=O)N(C)C2CCS(=O)(=O)C2)c1C (centres undefined) | -5 | 11 |
| CCC(C)(C)NC(=O)C(c1ccc(C)o1)N(Cc1cccs1)C(=O)Cn1nnc2ccccc21 (centres undefined) | -1 | 3 |
| COc1ccc(-n2nc(C(=O)NCCCN3CCCC3=O)c3c4ccccc4n(C)c3c2=O)cc1Cl | 4 | -10 |
| Nc1ncnc2c1CCC2 | -6 | -2 |
| COc1ccc2cc3cc(C(=O)NCCN4CCc5ccccc5C4)oc3nc2c1 | 11 | 1 |
| O=c1ccc(/C=C/c2ccccc2)nn1Cc1ccccc1Cl | -2 | 5 |
| CC(=O)N1CCC2(CC1)CC(=O)c1cc(OCC(=O)NCc3ccc(C)cc3)ccc1O2 | -2 | 6 |
| CCOC(=O)C1=C(O)/C(=C\c2ccc(OC)c(OC)c2)N=C1C | 6 | 6 |
| COCCNC(=O)C1CCN(S(=O)(=O)c2ccccc2)CC1 | -5 | 3 |
| O=C(COc1ccc(OCc2ccccc2)cc1)NC1CCOC1=O (centres undefined) | -3 | 1 |
| C=CCNc1nc(N)c(C(=O)Nc2cc(C)on2)s1 | 32 | -4 |
| COc1ccc(C(=O)N2CCN(c3cccc(Cl)c3)CC2)c(OC)c1 | 3 | -65 |
| CCCSC1=C(C#N)C(c2ccc(OC)cc2)C2=C(CC(C)(C)CC2=O)N1 (centres undefined) | 0 | 62 |
| CCOc1ccccc1CN(CCc1ccc2c(c1)OCO2)Cc1ccccn1 | -6 | 5 |
| CN(C)C1CCN(Cc2cc(COCc3ccccc3)c3cccnc3c2O)C1 (centres undefined) | -74 | 2 |
| O=C(Nc1cccc(-c2nn[nH]n2)c1)c1csc2c1CCCC2 | 6 | 5 |
| COc1ccc(OC)c(N(CC(=O)Nc2ccccc2C(=O)NCc2ccco2)S(C)(=O)=O)c1 | 6 | 3 |
| Cc1ccc(SCCNC(=O)CN(c2ccc3c(c2)OCO3)S(C)(=O)=O)cc1 | 0 | 9 |
| CC(C)(C)C(=O)NCCCc1ccccc1 | 3 | -2 |

Compound activity deposited in PubChem BioAssay by Broad Institute.

The list is partial; count on the stated rates, not on these rows.
